VP16 counter: VP16 counterscreen qHTS for inhibitors of ROR gamma transcriptional activity | Drosophila S2 Gal4-VP16 UAS-luciferase, luminescence, 20 h | Potency, µM (doses to about 53.6 µM), without a hit: top-dose activity, negative = inhibition, usual class: inhibitors | hit rate 3.5% among 310,000 | AID 2546, 2010;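 note: Gal4-VP16 expression switched on by copper sulfate through the metallothionein promoter; potency is the fitted concentration of half-maximal effect; % is set by controls: 0 for no effect and ±100 for the full control effect; nearly all actives have a fitted effect of over 50% in size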
FLuc modulator: qHTS profiling assay for firefly luciferase inhibitor/activator using purifed enzyme and Km concentrations of substrates (counterscreen for miR-21 project); Potency, µM (doses to about 57.5 µM), without a hit: top-dose activity change, negative = inhibition, most hits filed as inhibitors; hit rate 6.9% among 360,000; Luciferin 4-monooxygenase (Photinus pyralis), P08659; purified FLuc, Km substrates, luminescence inhibition; AID 588342, 2011;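 note: potency is the fitted concentration of half-maximal effect; plate controls were vehicle for no effect and reference inhibitor for full effect; nearly all actives have a fitted effect of over 55% in size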
Target sequence (P08659 whole entry, looked up): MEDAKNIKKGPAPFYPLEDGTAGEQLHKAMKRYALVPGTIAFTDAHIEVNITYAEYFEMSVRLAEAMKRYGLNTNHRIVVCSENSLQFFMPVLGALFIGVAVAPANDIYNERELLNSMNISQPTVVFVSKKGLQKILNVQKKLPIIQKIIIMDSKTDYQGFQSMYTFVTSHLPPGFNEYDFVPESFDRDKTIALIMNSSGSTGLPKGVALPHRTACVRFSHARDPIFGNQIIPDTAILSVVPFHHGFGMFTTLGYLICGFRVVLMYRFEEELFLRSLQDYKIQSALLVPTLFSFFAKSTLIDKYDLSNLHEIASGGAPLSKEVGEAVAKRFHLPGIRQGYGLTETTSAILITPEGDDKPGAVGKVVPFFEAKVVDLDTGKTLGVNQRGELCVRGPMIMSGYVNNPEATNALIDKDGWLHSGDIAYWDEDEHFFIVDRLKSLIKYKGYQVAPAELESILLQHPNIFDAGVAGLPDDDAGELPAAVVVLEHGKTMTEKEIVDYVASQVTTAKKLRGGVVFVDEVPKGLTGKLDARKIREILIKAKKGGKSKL
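Biochemical qHTS of compounds, final roughly 60 µM downward over six points, against 10 nM purified firefly luciferase using Km concentrations of substrates (10 uM D-luciferin, 10 uM ATP) in Tris acetate pH 7.5 buffer; luminescence output.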
p53 reactivation: qHTS assay for re-activators of p53 using a Luc reporter; H1299 p53-A138V BP100-luciferase reporter, luminescence, 24 h; Potency, µM (doses to about 92.2 µM), for the others: at the top dose activity change, positive = activation, hits mostly activators; hit rate 0.063% among 320,000; AID 504706, 2011; note: potency is the fitted concentration of half-maximal effect; % of control where 0% means no effect; nearly all actives have a fitted effect of over 45% in size
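p53-null H1299 cells stably carrying temperature-sensitive p53-A138V and a BP100-luciferase reporter were pinned with compounds (4-point, 1:5 series) and held 24 hrs at 37 deg C. Luminescence was read 10 min after detection reagent.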
RORg inh: qHTS for inhibitors of ROR gamma transcriptional activity. hit rate 5.4% among 310,000. Drosophila S2 Gal4-RORgamma UAS-luciferase reporter, 20 h. Nuclear receptor ROR-gamma (Mus musculus), P51450. Potency, µM (doses to about 53.6 µM), without a hit: top-dose activity change, negative = inhibition, hits mostly inhibitors. AID 2551, 2010; note: potency is the fitted concentration of half-maximal effect; % is set by controls: 0 for no effect and ±100 for the full control effect; nearly all actives have a fitted effect of over 60% in size
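Read-out: Photinus luciferase luminescence; inhibitors lower reporter signal. Insect Schneider cells with Gal4-ROR gamma fusion under metallothionein promoter, UAS reporter; 700 uM final copper sulfate induction, 20 hr, ambient temperature.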
Menin MLL FP TR: qHTS Assay for Inhibitors Targeting the Menin-MLL Interaction in MLL Related Leukemias: Competition With Texas Red Labeled MLL-derived Mutant Peptide | O00255 | Menin + Texas Red MLL mutant peptide, fluorescence polarization | Potency, µM (doses to about 61.6 µM), without a hit: top-dose FP activity change, negative = inhibition, most hits filed as inhibitors | hit rate 0.23% among 270,000 | AID 1768, 2009; active = well fitted inhibition curve with a large enough effect in the polarisation, with a control signal flat, not every such curve was filed as active; inconclusive = small, poorly fitted or top-dose-only effect, or effect the other way, or a change in a side signal; inactive = no such curve, though single readings can be large or run the other way; the % refers to the polarisation; note: potency is the fitted concentration of half-maximal effect; % of control where 0% means no effect; many of its hits are not listed in these tables
ELG1 genotox: qHTS screen for small molecules that induce genotoxicity in human embryonic kidney (HEK293T) cells expressing luciferase-tagged ELG1. Potency, µM (highest dose often 46 µM), for inactives: top-dose activity change, positive = activation, usual class: activators. HEK293T ELG1-luciferase reporter, luminescence, 16 h. hit rate 1.3% among 330,000; note: potency is the fitted concentration of half-maximal effect; % of control where 0% means no effect; nearly all actives have a fitted effect of over 60% in size
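Step 1: seed 2,000 HEK293T ELG1-luciferase cells per well. Step 2: add compound or DMSO, incubate 16 hr at 37 °C. Step 3: ONE-Glo, 30 min at room temperature, read luminescence.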
Giardia kill: Small Molecules that selectively kill Giardia lamblia: qHTS; Giardia lamblia trophozoite viability; activity change, % at 7.66 µM, hits read low; hit rate 0.15% among 340,000; AID 540267, 2011; in the data active = activity change below about -80%; inconclusive = between about -30% and that limit;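 note: parasites exposed to compound for two days anaerobically before the ATP read; % is set by controls: 0 for no effect and ±100 for the full control effect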
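Media and compound were dispensed first, then trophozoites at 100 cells/well; plates sat 48 hrs at 37 deg C without oxygen before ATP luminescence reagent was added and read after 15-30 min at room temperature.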
NPC1 promoter act: qHTS Assay for NPC1 Promoter Activators; AID 485313, 2010; Potency, µM (series often up to 9.22 µM), inactives show at the top dose activation, most hits filed as activators; hit rate 2.4% among 320,000; Huh7 NPC1 promoter luciferase reporter, 24 h;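 note: potency is the fitted concentration of half-maximal effect; % of control where 0% means no effect; nearly all actives have a fitted effect of over 60% in size; reporter is driven by a mutant NPC1 promoter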
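Luminescence from an NPC1 promoter-driven luciferase reporter in stably transfected Huh7 cells was measured after 24 h compound treatment at 37 °C, followed by 10 min ambient incubation with luciferase detection reagent.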
BRCA1 expr act: qHTS Assay to Identify Small Molecule Activators of BRCA1 Expression; MCF7-BRCA1-FFLuc reporter, luminescence, 48 h; response scale: scaled: vehicle 0%, 10 µM genistein 100%; Potency, µM (highest dose often 46.1 µM), for inactives: at the top dose activation, actives largely listed as activators; hit rate 1.1% among 380,000; AID 624202, 2012; note: potency is the fitted concentration of half-maximal effect; nearly all actives have a fitted effect of over 80% in size; some results filed as inactive show a strong effect at the top dose
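Using MCF7 cells harboring a BRCA1 firefly luciferase reporter, plated 2 h before compound pinning, the screen measured luminescence after 48 h incubation. Responses were normalized to DMSO and 10 microM genistein, then fitted for concentration-effect.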
Rab9 promoter act: qHTS Assay for Rab9 Promoter Activators. Huh7 Rab9 promoter-luciferase reporter, luminescence, 24 h. Potency, µM (top dose mostly 9.22 µM), inactives show at the highest dose activation, negative = inhibition, usual class: activators. hit rate 2.8% among 320,000. AID 485297, 2010; note: potency is the fitted concentration of half-maximal effect; % of control where 0% means no effect; nearly all actives have a fitted effect of over 60% in size
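Huh7 reporter line, Rab9 promoter upstream of luciferase. Compound exposure 24 h at 37 °C in reduced-serum medium with 10% FBS. Read-out: luminescence.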
PKM2 activator: qHTS Assay for Activators of Human Muscle isoform 2 Pyruvate Kinase | Potency, µM (titrated, usually from 57.5 µM), without a hit: top-dose activation, most hits filed as activators | purified PKM2, Kinase-Glo ATP luminescence, activation; response scale: 0% is enzyme alone, no compound | hit rate 0.34% among 260,000; note: potency is the fitted concentration of half-maximal effect; % is set by controls: 0 for no effect and ±100 for the full control effect; nearly all actives have a fitted effect of over 55% in size
Target sequence (P14618 whole entry, looked up, canonical isoform): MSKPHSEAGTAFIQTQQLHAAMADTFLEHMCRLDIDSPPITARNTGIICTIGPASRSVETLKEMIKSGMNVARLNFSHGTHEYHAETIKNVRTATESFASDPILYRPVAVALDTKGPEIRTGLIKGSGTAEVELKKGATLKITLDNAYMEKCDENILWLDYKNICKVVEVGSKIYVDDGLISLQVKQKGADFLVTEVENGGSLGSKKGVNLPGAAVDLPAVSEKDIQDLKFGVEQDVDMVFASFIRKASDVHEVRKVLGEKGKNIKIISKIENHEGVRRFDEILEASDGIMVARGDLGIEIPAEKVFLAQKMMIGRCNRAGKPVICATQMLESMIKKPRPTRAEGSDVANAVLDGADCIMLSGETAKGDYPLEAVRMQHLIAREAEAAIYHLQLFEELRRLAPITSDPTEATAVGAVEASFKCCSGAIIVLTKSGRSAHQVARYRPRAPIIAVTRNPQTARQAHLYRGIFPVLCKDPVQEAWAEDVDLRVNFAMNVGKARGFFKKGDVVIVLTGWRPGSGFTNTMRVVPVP
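hPK-M2, >95% pure; 0.1 mM ADP / 0.5 mM PEP final; imidazole pH7.2 buffer w/ 7 mM MgCl2, 50 mM KCl; 1 h RT; Kinase-Glo lum. Intermediate enzyme activity for dual inhibitor/activator qHTS.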
Starred values were filed as active, the others as inactive; u = inconclusive; x = no result given; & = joins results of further samples; [ ] = dose if it differs, or a comment. Unless noted, calls come from the whole dose curve; as a rule, active = well fitted curve in the direction sought with a large enough effect; inconclusive = small, poorly fitted or top-dose-only effect, or another doubt; inactive = no such curve, though single readings can be large; an effect the other way counts as inactive or inconclusive. These rows are one share of the data; the hit share may differ from the screen's.

SMILES	VP16 counter	FLuc modulator	p53 reactivation	RORg inh	Menin MLL FP TR	ELG1 genotox	Giardia kill	NPC1 promoter act	BRCA1 expr act	Rab9 promoter act	PKM2 activator
CCc1nc(N2CCCC2C(=O)O)c2oc3ccccc3c2n1 (configuration not stated)	-3%	2%	-1%	-9%	-21%	-5%	0	-3%	-3%	-4%	0%
COc1ccccc1N1CCN(C2CC(=O)N(C)C2=O)CC1 (configuration not stated)	1%	3%	-4%	-2%	4%	2%	-20	-3%	14%	-7%	3%
CCc1cccc(NC(=S)N(CCN(C)C)C(C)c2ccncc2)c1 (configuration not stated)	-2%	-1%	0%	14µM*	x	-4%	-6	-1%	-11%	-3%	0%
CC1(C)CC(=O)c2c(nc(SCC(=O)Nc3nsc(-c4ccccc4)n3)c(C#N)c2-c2ccccc2)C1	-3%	3%	4%	7%	u	0%	-2	-3%	-9%	2%	6%
CC1CCc2cc(F)ccc2N1C(=O)CSc1nnc(-c2cccs2)n1C (configuration not stated)	2%	-5%	-13%	7%	-19%	-2%	-1	0%	-21%	-1%	-9%
CC(=O)Nc1ccc(OC(=O)c2cc3ccccc3oc2=O)cc1	23%	0%	u	7%	2%	u	-7	2%	9%	-5%	1%
COc1ccccc1OCC(=O)NCC1CCCN(Cc2cnn(C(C)C)c2)C1 (configuration not stated)	-5%	1%	u	-14%	x	-2%	14	-5%	2%	13%	1%
COc1ccc(NC2CCCN(C(=O)CCN3CCOCC3)C2)cc1 (configuration not stated)	u	1%	-3%	21%	x	1%	3	-22%	4%	1%	x
CC(C)NC(=O)c1ccccc1NC(=O)Cc1ccc([N+](=O)[O-])cc1	7%	-1%	-4%	19%	15%	-5%	-29	0%	-23%	0%	2%
CCC(NC(=O)Cc1c(C)c2c(cc(C)c3c(C)c(C)oc32)oc1=O)C(=O)O (configuration not stated)	3%	-16%	0%	-17%	5%	0%	8	-3%	0%	-8%	x
Cc1ccc2nc(/C(C#N)=C\c3ccc(Oc4ccc(C(F)(F)F)cc4[N+](=O)[O-])cc3)[nH]c2c1	-15%	7%	u	37%	-15%	16%	-6	-7%	-46%	-5%	-6%
COc1ccc(/C=N/Nc2nonc2N)c(OC)c1	-3%	u	-4%	18%	1%	10%	11	3%	34%	1%	9%
CCCN(CCC)C(=O)CSc1nc2c(sc(=S)n2-c2ccc(OCC)cc2)c(=O)[nH]1	6%	u	-1%	-13%	7%	3%	16	-4%	-17%	-3%	5%
COc1cc(NC(=O)c2ccc([N+](=O)[O-])cc2)c(OC)cc1NC(=O)CC(C)C	-9%	-1%	-1%	0%	-1%	12%	-23	-1%	-7%	-5%	1%
O=C(Oc1ccccc1)N(c1ccccc1)c1ccccc1	-2%	0%	1%	27%	x	1%	-1	-3%	5%	-4%	-12%
CSc1nc(Oc2ccc(F)cc2F)cc(C(F)(F)F)n1	-5%	2%	1%	26%	-10%	-4%	7	-5%	4%	-8%[1.84 µM]	-1%
O=S1(=O)CCOCCCN1Cc1cccc(C(F)(F)F)c1	-3%	1%	5%	-16%	19%	-1%	-15	-1%	-8%	-2%	-2%
O=C(Nc1nc2cc3c(cc2s1)OCO3)c1ccco1	u	0.24µM*	0%	u	x	4%	u	0.25µM*	-40%	0.22µM*	-14%
Cc1cccc(NC(=O)c2ccc(S(=O)(=O)NCc3cccnc3)cc2)c1C	-2%	3%	-2%	7%	x	-18%	11	-3%	-10%	2%	x
COc1ccccc1NC(=O)N(Cc1ccco1)Cc1cc2cccc(C)c2[nH]c1=O	-6%[0.365 µM]	u	-12%	8%	-7%	-23%	-30	4%	-39%	0%	24%
CCCCC(CCC(=O)Nc1cc([N+](=O)[O-])ccc1O)C(=O)O (configuration not stated)	-7%	u	-2%	-21%	13%	0%	5	1%	0%	-1%	1%
Cc1ccc(NC(=O)C2C(=O)N(CCO)C3(C)CC2c2ccccc2O3)cc1 (configuration not stated)	-2%	-1%	u	u	-10%	10%	-11	7%	37%	19%	-7%
CC(OC(=O)c1ccccc1)C(=O)NCCC1=CCCCC1 (configuration not stated)	3%	-1%	1%	14%	u	-1%	13	-4%	1%	-1%	-1%
CCN(CC)c1ccc(-c2c(C#N)c(N)nc(OC)c2C#N)cc1	-1%	-2%	12%	17%	u	3%	-12	-6%	-80%	-14%	-2%
CCOc1ccc(-c2nnc(-c3ccccc3)n2-c2ccccc2)cc1	7%	-3%	9%	-29%	-30%	1%	2	1%	25%	9%	-1%
c1ccc(-n2ncc3c(NCc4ccccn4)ncnc32)cc1	20%	u	29%	21%	11%	u	-15	20%	86%	20%	13%
Cc1cc(SCC(=O)N/N=C/c2ccc(O)cc2O)nc2ccccc12	u	-2%	x	-41%	u	u	5	-11%	-66%	-4%	4%
CC(=O)c1ccc(OC(=O)c2cccs2)cc1	x	12µM*	u	5%[0.365 µM]	-8%	-7%	5	5%	4%	-4%	-2%
Cc1cc(C)c2c(n1)nn1c(N3CCN(c4ccccc4)CC3)cc(C)nc21	-6%	0%	-1%	u	-16%	3%	27	-3%	3%	-3%	-2%
CCOC(=O)CN1C(=O)CSc2ccc(S(=O)(=O)N3CCCC3)cc21	4%	3%	-4%	-15%	x	0%	7	1%	-7%	-9%	2%
O=C(Nc1ccc(Cl)cc1Cl)NC1CCCC1	5%	-11%	3%	14%	-28%	10%	3	12%	49%	u	0%
CC1(C)CC(=O)c2sc(NS(=O)(=O)c3ccc(Br)cc3)nc2C1	-2%	u	-1%	-21%	29%	1%	5	-2%	-16%	-4%	8%
Cc1cc2c(cc1S(=O)(=O)Nc1cccc(F)c1C)NC(=O)CO2	4%	3%	0%	16%	-2%	-4%	-3	-5%	-16%	-4%	x
O=C(CN1C(=O)NC2(CCCC2)C1=O)Nc1cc(Cl)ccc1N1CCOCC1	x	0%	1%	x	x	2%	-12	-2%	-14%	1%	x
O=C1COc2ccc(C(=O)CCl)cc2N1	u	2%	16%	u	x	9%	-11	2%	-11%	-19%	-3%
CC(=O)N1CCN(C(=O)c2oc3ccccc3c2C)CC1	5%	3%	9%	-17%	x	11%	4	0%	-2%	8%	1%

Quoted from the listing:
Rab9 promoter act result of COc1ccccc1OCC(=O)NCC1CCCN(Cc2cnn(C(C)C)c2)C1 (configuration not stated) = 13%
Giardia kill result of CC1(C)CC(=O)c2c(nc(SCC(=O)Nc3nsc(-c4ccccc4)n3)c(C#N)c2-c2ccccc2)C1 = -2

The list goes on:
SMILES	VP16 counter	FLuc modulator	p53 reactivation	RORg inh	Menin MLL FP TR	ELG1 genotox	Giardia kill	NPC1 promoter act	BRCA1 expr act	Rab9 promoter act	PKM2 activator
CC(C)(C(N)=O)N1CCN(c2ncc(C(F)(F)F)cc2Cl)CC1	-17%	0%	2%	40%	-1%	-4%	-11	-3%	-16%	-7%	3%
N#Cc1nc(COc2ccccc2Cl)oc1N1CCCC1	-13%	-16%	-6%	10%	-6%	4%	-2	-3%	13%	2%	9%
CC(C)=CC(=O)OCc1cc([N+](=O)[O-])cc2c1OCOC2	7%	24µM*	4%	u	18%	u	17	10%	92%	u	1%
CN(CC(=O)Nc1ccccc1Cl)C(=O)CSc1nc2ccccc2s1	-21%	1%	-4%	37%	2%	-2%	-16	2%	-9%	-1%	2%
COC(=O)C1=C(CN2CCN(C)CC2)NC(=O)NC1c1cc(C)ccc1C (configuration not stated)	0%	0%	-1%	-12%	-19%	-1%	-2	-2%	-1%	-10%	-6%
COCCn1c(SCC(=O)NCc2cccs2)nnc1-c1ccc(OC)cc1	-1%	2%	-6%	1%	9%	1%	-2	-4%	9%	11%	-3%
CS(=O)(=O)c1ccc(Cl)c(NC(=O)c2cc(=O)[nH]c3ccc(S(=O)(=O)N4CCOCC4)cc23)c1	x	-1%	3%	x	x	1%	10	0%	1%	-1%	x
Cc1ccc(Nc2c(-c3ccc(C)o3)nc3cnccn23)cc1	19%	-17%	u	39%	-5%	u	-22&6	-6%	-16%&0%	4%	11µM*
c1ccc(-c2nc(Sc3ncnc4c3cnn4-c3ccccc3)n[nH]2)cc1	u	-13%	-8%	u	16%	-2%	x	-3%	x	-1%	-4%
CN(CC(=O)Nc1ccc(S(N)(=O)=O)cc1)C1CCCCC1	5%	2%	-1%	21%	0%	u	0	-3%	-1%	3%	-3%
